HTRA1 inh: blocks human HTRA1 serine peptidase; recombinant HTRA1, FP-rhodamine activity-based probe, fluorescence polarization; Q92743; inhibition, % at 5.96 µM; actives 0.5% (n = 340,000); AID 504803; in the data active = inhibition above about 36%;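 also: 0% = enzyme with DMSO and 100% = wells lacking enzyme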
NPR1 activator: GC-A (human) enzyme activation. HEK293 GC-A cells, cGMP TR-FRET, EC30 ANP; 0% at EC30 ANP, 100% saturating ANP. activation, % at 10 µM. actives 0.14% (n = 370,000); in the data active = activation above about 40%
UHRF1 MBD2 ctr: human UHRF1 methylated DNA binding inhibitors; Q96T88; UHRF1 binding to methylated oligo, TR-FRET; inhibition, % at 4.4 µM; actives 0.75% (n = 370,000); in the data active = inhibition above about 21%;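 also: UHRF1 SRA domain binding a hemimethylated CpG hairpin DNA probe; 0% = median of test compound wells and 100% = reference inhibitor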
Target sequence (Q96T88 whole entry, looked up, the tested form may be a part): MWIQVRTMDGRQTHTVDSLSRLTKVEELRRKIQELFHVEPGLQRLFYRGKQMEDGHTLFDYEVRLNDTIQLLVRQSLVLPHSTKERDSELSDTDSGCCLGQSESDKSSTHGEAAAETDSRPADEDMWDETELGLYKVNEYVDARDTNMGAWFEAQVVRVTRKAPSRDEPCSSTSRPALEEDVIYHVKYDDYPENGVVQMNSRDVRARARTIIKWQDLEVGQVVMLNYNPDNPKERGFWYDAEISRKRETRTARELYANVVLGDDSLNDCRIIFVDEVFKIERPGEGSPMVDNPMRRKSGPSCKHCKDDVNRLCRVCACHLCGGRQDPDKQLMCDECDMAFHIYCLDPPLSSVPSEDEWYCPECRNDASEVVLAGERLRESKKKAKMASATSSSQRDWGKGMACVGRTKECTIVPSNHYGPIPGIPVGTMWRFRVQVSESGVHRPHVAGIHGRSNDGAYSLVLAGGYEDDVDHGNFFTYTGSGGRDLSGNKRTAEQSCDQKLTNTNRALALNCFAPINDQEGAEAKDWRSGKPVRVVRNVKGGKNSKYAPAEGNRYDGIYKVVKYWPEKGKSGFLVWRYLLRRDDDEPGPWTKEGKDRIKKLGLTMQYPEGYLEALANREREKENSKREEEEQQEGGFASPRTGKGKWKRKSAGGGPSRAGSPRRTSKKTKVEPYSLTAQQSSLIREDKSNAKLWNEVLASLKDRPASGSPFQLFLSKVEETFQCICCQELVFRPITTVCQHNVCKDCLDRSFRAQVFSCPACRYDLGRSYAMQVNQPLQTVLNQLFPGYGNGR
MBD2 DNA inh: MBD2-methylated oligo binding inhibition | inhibition, % at 4.4 µM | AID 686964 | TR-FRET, MBD2 binding to methylated oligonucleotide | Q9UBB5 | actives 0.31% (n = 370,000); in the data active = inhibition above about 13%
ABHD4 inh: ABHD4 (mouse) inhibition, primary FP screen | actives 0.54% (n = 370,000) | inhibition, % at 8.92 µM | AID 720543 | purified mABHD4, FP-Rh probe fluorescence polarization;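 active = inhibition exceeding the mean over every tested compound plus 3 SD, cut at about 30% in these data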;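 also: 0% = plate median of compound wells and 100% = S159A mutant with DMSO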
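Test system: mABHD4 protein | Buffer or medium: HEPES pH 7.0 buffer, 150 mM NaCl, 0.01% Pluronic F-127 | Probe or stimulus: FP-Rh fluorescent activity-based probe, added after compound pre-incubation | Timing: Pre-incubation 45 min, probe exposure 60 min, at 25 °C | Technique: Fluorescence polarization, excitation 525 nm, emission 598 nm, BODIPY TMR filters | Repeats: Single well per compound (singlicate)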
rCAG binder: molecules binding r(CAG) RNA repeats; actives 1.3% (n = 370,000); r(CAG) RNA repeat, TO-PRO-1 dye displacement fluorescence; AID 651821; inhibition, % at 3 µM;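 active = inhibition above the plate cutoff, the mean of all test compounds on that plate plus 3 SD, cut at about 35% in these data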;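 also: 0% = DMSO alone and 100% = 100 µM mitoxantrone as full dye displacement; higher means more dye released from RNA so lower well fluorescence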
PRMT1 inh: blocks human protein arginine methyltransferase 1 | Q99873 | recombinant PRMT1, activity-based probe fluorescence polarization | inhibition, % at 2.79 µM | actives 1.3% (n = 370,000) | AID 652257;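 active = inhibition above about 21% made by adding two undisclosed values, limit read from the data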
NPR2 activator: GC-B (human) receptor activation; actives 0.11% (n = 370,000); P20594; HEK293-GC-B cells, CNP EC30, cGMP TR-FRET; 0% at EC30 CNP, 100% saturating CNP; activation, % at 10 µM;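 active = activation at 10 µM reaching about 35% in either raw or pattern-adjusted values, limit read from the data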
TCR-CD3 inh: human TCR-CD3 binding inhibition. TAMRA-labeled TCR probe fluorescence, biochemical. inhibition, % at 9.4 µM. actives 0.37% (n = 360,000). AID 651800; in the data active = inhibition above about 19%;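 also: recombinant mutant TCR 2C K166C tagged with TAMRA read by polarization; 0% = receptor in buffer alone and 100% = receptor with positive control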
SIAE inh: human SIAE inhibition, primary screen. Q9HAT2. SIAE FP-Rh probe binding, fluorescence polarization. inhibition, % at 9.66 µM. actives 0.69% (n = 370,000). AID 1053197;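 active = inhibition above a cutoff: mean of compounds within the control limits plus 3 SD of those, cut at about 17% in these data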;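 also: 0% = plate median of compound wells and 100% = probe without SIAE protein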
* hit, by the source's call; . = not tested or not shown. These rows are one share of the data; the hit share may differ from the screen's.

SMILES	HTRA1 inh	NPR1 activator	UHRF1 MBD2 ctr	MBD2 DNA inh	ABHD4 inh	rCAG binder	PRMT1 inh	NPR2 activator	TCR-CD3 inh	SIAE inh
O=C(c1cn(-c2ccccc2)nc1-c1ccccc1)n1nnc2ccccc21	1	-3	-4	0	1	4	2	-4	4	3
COCC(=O)n1nc(-c2ccccc2)nc1NCc1ccc(F)cc1	1	3	-1	4	-1	-4	2	-2	-5	6
S=C(NCc1ccco1)Nc1cc(-c2ccccc2)[nH]n1	-38	-4	29*	6	-27	6	32*	-9	-7	-7
O=C(Nc1ccccc1SCC1CSc2nc3ccccc3c(=O)n21)c1ccccc1Cl (stereo not given)	-9	-2	3	-1	4	1	2	-3	-2	2
Cc1ccc(-n2[nH]c(C)c(C=NCc3ccncc3)c2=O)cc1	6	6	-6	0	8	2	-1	-1	7	3
O=S(=O)(c1cccc(C(F)(F)F)c1)N1CCN(C(=S)NC2CC2)CC1	1	1	5	10	-12	-7	5	2	-2	-5
CN(NC1OC(=O)c2ccccc21)c1ccc(C(F)(F)F)cc1[N+](=O)[O-] (stereo not given)	.	3	-1	2	-2	13	-1	2	-1	0
CC(NC(=O)c1ccc(S(=O)(=O)C(F)F)cc1)c1ccccc1 (stereo not given)	9	3	0	1	4	-6	-8	3	1	0
COc1ccc(C(=O)Nc2cccc(C)c2)cc1	-5	5	-1	2	-2	-1	-1	5	5	-4
O=[N+]([O-])c1cccc(CN2C[C@@]34C=C[C@@H](C[C@@H]3S2(=O)=O)O4)c1	1	2	-1	0	0	5	-3	2	5	4
Cc1ccc(S(=O)(=O)N2CCC(C(=O)Nc3ccc4c(c3)OCO4)CC2)cc1	-6	-3	-3	1	0	4	2	3	-3	6
CN(CC#CC1(O)c2ccccc2-c2ccccc21)Cc1ccccc1	-6	-5	23*	10	-6	-2	-1	1	4	5
COc1ccc(N2CCN(CC(=O)N3N=CCC3c3ccccc3)CC2)cc1 (stereo not given)	3	3	2	-2	3	0	-6	-3	12	1
COc1ccc(CC(=O)Oc2ccc(Cl)cc2Br)cc1S(=O)(=O)N1CCOCC1	-6	-2	-2	1	4	3	2	0	5	3
O=C(Nc1ccccc1C(=O)N1CCOCC1)C1CC(=O)N(C2CCCC2)C1 (stereo not given)	3	2	-1	0	6	-2	0	5	8	0
N#CCC[C@@H]1CC[C@]2(CCCN(Cc3ccccc3)C2)O1	.	-3	-2	-1	-5	3	2	5	.	-2
CCOc1cc(-c2nn3cnnc3s2)cc(OCC)c1OCC	2	-4	1	0	-3	-4	1	-3	-2	-2
COc1ccc2ccc(O)c(CN3CCN(S(=O)(=O)c4cccc(C(F)(F)F)c4)CC3)c2c1	-13	-5	8	-1	-23	7	20	-6	-6	0
C/C(=N\NC(=O)C1(C)CC1(Br)Br)c1ccc([N+](=O)[O-])cc1 (stereo not given)	-1	10	2	1	-5	1	3	6	-2	0
COc1cccc(CNC(=O)Cc2ccc(-n3c(=O)[nH]c4ccccc4c3=O)cc2)c1	11	-5	0	0	3	-4	-2	-2	-8	-13
O=C(CSc1nncc2ccccc12)Nc1cccc(C(=O)O)c1	5	2	10	-1	-3	1	4	3	2	1
O=C(COc1ccccc1)N1CCN(S(=O)(=O)c2cccc([N+](=O)[O-])c2)CC1	3	-6	-3	-4	1	-4	-2	1	11	1
CC(C)(C)n1nnnc1C(c1ccccc1)N1CCN(c2ccccc2)CC1 (stereo not given)	.	-7	19	4	4	0	3	-5	-3	-1
COc1cc(C(=S)N(C)C)ccc1O	-6	-4	0	4	-4	-1	16	-6	0	0
Cc1cccc(Nc2cc(=O)[nH]c(=O)[nH]2)c1	3	3	2	2	-3	1	-1	0	-1	2
C/C(=N\NC(=S)Nc1c(C)cccc1C)c1ccc(O)cc1	-2	-3	-3	3	-3	-1	-2	-1	1	-3
COCCN(C(=O)COC(=O)CCc1nc2ccccc2s1)c1c(N)n(Cc2ccccc2)c(=O)[nH]c1=O	3	4	2	4	4	-6	1	-1	-6	-2
O=C(NN1CCOCC1)c1cc(-c2ccccc2)nc2ccccc12	2	-6	1	-1	-6	-2	2	1	-2	-6
O=C(C1CC1)N1CCc2cc(S(=O)(=O)N3CCN(c4ccccc4)CC3)ccc21	4	5	0	4	7	-2	-1	-2	-1	4
COc1ccc(C2(CNC(=O)c3cccc([N+](=O)[O-])c3)CCOCC2)cc1OC	1	7	-2	1	5	-7	-2	-3	7	0
Cc1ccc2cc(CNC(C)C)c(=O)[nH]c2c1	-12	-1	-1	-3	-3	6	-2	4	0	2
Cc1ccc(C2C(C#N)=C(N)Oc3n[nH]c(-c4cccs4)c32)s1 (stereo not given)	5	2	-8	-4	4	5	3	0	4	5
COC(=O)c1ccc(/C=N/N2CCN(Cc3ccccc3)CC2)cc1	3	0	-1	4	4	-6	-1	-3	-4	3
Cn1c(=O)oc2cc(S(=O)(=O)NCc3ccccn3)ccc21	1	1	0	2	3	2	2	5	1	-1
Nc1nc(-c2ccco2)c(-c2ccco2)s1	20	2	8	2	29	12	40*	1	-1	6
CN1OC[C@@H]2CN(Cc3cc(Cl)cc(Cl)c3)[C@H](c3cccc(Oc4ccccc4)c3)C[C@@H]21	-9	-3	0	-6	-2	6	-6	-2	2	-4
CCn1c(CCc2ccccc2)n[nH]c1=S	2	-1	4	1	-5	-2	3	-1	-3	3
COc1ccc(NC(=O)C(=O)NCC(=O)Nc2cccc(C(F)(F)F)c2)cc1	4	-1	-2	1	-6	0	-4	-2	4	-3
COC(=O)[C@@]12C[C@@H](CC(=O)NCc3ccccc3)C(=O)N(Cc3ccco3)C1=CCC(C)(C)C2	.	-3	-4	2	6	0	-6	-4	5	6
Cc1ccccc1C1N=C2Oc3ccccc3C=C2C(=O)N1 (stereo not given)	.	7	-1	-7	3	3	2	2	6	-5
CCC1CN(C(=O)N2CCC(C(=O)NCc3ccccc3OC)CC2)c2cc(C)ccc2O1 (stereo not given)	1	1	0	1	-1	-6	6	-1	-8	1
CC(=O)c1cccc(NC(=O)c2cccc3c(-c4cccnc4)coc23)c1	.	4	-1	-2	-4	4	-3	5	3	-17
N#CC1=C(Nc2ccccc2Cl)SC(c2ccccc2O)NC1=O (stereo not given)	-1	12	1	0	5	21	24*	5	0	-3
COc1cc(/C=N/NC(=O)c2ccc3c(c2)OCCO3)c(Br)c(Br)c1O	7	-4	-1	0	23	19	4	-6	0	-5
CCCCN1Cc2cc(C(=O)c3cc(F)ccc3O)cnc2NC1=O	-7	-6	1	2	2	5	-1	4	8	3
C[C@H]1CN([C@@H](C)CO)C(=O)c2cc(Br)cnc2O[C@H]1CN(C)Cc1ccccc1C(=O)O	6	1	-2	0	1	0	-3	-1	-1	-3
O=C(NC1(C(F)(F)F)NC(=O)N(c2ccccc2F)C1=O)c1ccncc1 (stereo not given)	8	-3	3	-3	-2	0	1	4	2	-1
COc1ccc([N+](=O)[O-])cc1NS(=O)(=O)c1cc(C(=O)N2CCN(C)CC2)ccc1OC	2	0	2	0	8	1	5	5	-6	-2
CC(C)NC(=O)N1Cc2cc(C(=O)NC3CCCCC3)nc(-c3cccc(-c4cccnc4)c3)c2[C@@H]1CCO	.	1	-2	-2	-12	4	-3	-1	1	10
CCOC(=O)C1CCN(C(=S)NC2CC3C=CC2C3)CC1 (stereo not given)	.	-1	0	2	-1	-1	-4	2	1	-5
COc1ccc(N2CC(C(=O)OCC(=O)NCc3ccccc3)CC2=O)cc1 (stereo not given)	1	0	2	-2	0	-8	-2	-1	-1	-6
COc1ccc(Br)cc1/C=N/N1CCN(Cc2ccccc2)CC1	0	-2	-1	-4	0	-9	-3	-6	3	5
O=C(CCCn1cc([N+](=O)[O-])cn1)NCc1ccccc1	8	3	-3	-6	1	-2	-4	1	0	-1
Cn1c(CNc2ccc(Cl)cc2)nc2ccccc21	-4	-8	-4	0	-3	0	1	-8	5	-6
Cc1nn(C)c(C)c1/C=C/C(=O)O	-2	0	39*	13	2	3	-2	4	7	-4
Cc1cccc(Oc2coc3cc(OC(=O)c4cccs4)ccc3c2=O)c1	69*	2	6	2	-11	3	2	-1	-6	-14
Cc1ccc(C)c(S(=O)(=O)NCCN2CCOCC2)c1	5	3	4	0	1	3	2	4	2	2

Gathered by group: the entries above containing a nitro group on carbon
SMILES	HTRA1 inh	NPR1 activator	UHRF1 MBD2 ctr	MBD2 DNA inh	ABHD4 inh	rCAG binder	PRMT1 inh	NPR2 activator	TCR-CD3 inh	SIAE inh
CN(NC1OC(=O)c2ccccc21)c1ccc(C(F)(F)F)cc1[N+](=O)[O-] (stereo not given)	.	3	-1	2	-2	13	-1	2	-1	0
O=[N+]([O-])c1cccc(CN2C[C@@]34C=C[C@@H](C[C@@H]3S2(=O)=O)O4)c1	1	2	-1	0	0	5	-3	2	5	4
C/C(=N\NC(=O)C1(C)CC1(Br)Br)c1ccc([N+](=O)[O-])cc1 (stereo not given)	-1	10	2	1	-5	1	3	6	-2	0
O=C(COc1ccccc1)N1CCN(S(=O)(=O)c2cccc([N+](=O)[O-])c2)CC1	3	-6	-3	-4	1	-4	-2	1	11	1
COc1ccc(C2(CNC(=O)c3cccc([N+](=O)[O-])c3)CCOCC2)cc1OC	1	7	-2	1	5	-7	-2	-3	7	0
COc1ccc([N+](=O)[O-])cc1NS(=O)(=O)c1cc(C(=O)N2CCN(C)CC2)ccc1OC	2	0	2	0	8	1	5	5	-6	-2
O=C(CCCn1cc([N+](=O)[O-])cn1)NCc1ccccc1	8	3	-3	-6	1	-2	-4	1	0	-1

One compound at a time, from the list above. Order of screens: HTRA1 inh	NPR1 activator	UHRF1 MBD2 ctr	MBD2 DNA inh	ABHD4 inh	rCAG binder	PRMT1 inh	NPR2 activator	TCR-CD3 inh	SIAE inh
`COc1ccc(N2CC(C(=O)OCC(=O)NCc3ccccc3)CC2=O)cc1` (stereo not given) as listed: 1	0	2	-2	0	-8	-2	-1	-1	-6
`Cc1nn(C)c(C)c1/C=C/C(=O)O` as listed: -2	0	39*	13	2	3	-2	4	7	-4

Source: PubChem BioAssay (several laboratories)
